Screening data (PubChem BioAssay)
ZTA DNA inh = counter-screen for EBNA-1 inhibitors: inhibitors of Epstein-Barr virus ZTA; P03206; ZTA-DNA binding, fluorescence polarization; inhibition, % at 11 µM; 320,000 compounds, 0.15% hits; AID 2234; in the data active means inhibition above about 33%
Target sequence (P03206 whole entry, looked up): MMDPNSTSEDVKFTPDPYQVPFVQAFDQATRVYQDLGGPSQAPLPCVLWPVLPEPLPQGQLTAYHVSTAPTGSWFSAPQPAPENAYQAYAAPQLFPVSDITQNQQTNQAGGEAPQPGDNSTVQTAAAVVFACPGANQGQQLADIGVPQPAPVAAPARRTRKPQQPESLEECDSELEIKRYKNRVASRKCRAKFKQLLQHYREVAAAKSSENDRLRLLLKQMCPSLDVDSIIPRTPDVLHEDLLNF
TPT1 inh = C. albicans TPT1 enzyme inhibition; recombinant caTPT1, FP RNA substrate dephosphorylation; inhibition, % at 5 µM; 300,000 compounds, 0.81% hits; AID 1962;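 active means inhibition above the mean of all tested compounds plus 3 SD, set per screening campaign, cut at about 24% in these data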;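 further: plate controls were DMSO alone for no effect and ferristatin control at 100 nM for full effect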
PP5 primary = inhibitors of human protein phosphatase 5 (PP5) | P53041 | purified PP5c, OMFP substrate fluorescence | inhibition, % at 6.7 µM | 320,000 compounds, 0.18% hits;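 active means inhibition above the campaign's mean inhibition across all tested compounds plus 3 SD, cut at about 9.5% in these data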;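 further: 0% = DMSO only and 100% = 100 µM cantharidin control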
Target sequence (P53041 whole entry, looked up): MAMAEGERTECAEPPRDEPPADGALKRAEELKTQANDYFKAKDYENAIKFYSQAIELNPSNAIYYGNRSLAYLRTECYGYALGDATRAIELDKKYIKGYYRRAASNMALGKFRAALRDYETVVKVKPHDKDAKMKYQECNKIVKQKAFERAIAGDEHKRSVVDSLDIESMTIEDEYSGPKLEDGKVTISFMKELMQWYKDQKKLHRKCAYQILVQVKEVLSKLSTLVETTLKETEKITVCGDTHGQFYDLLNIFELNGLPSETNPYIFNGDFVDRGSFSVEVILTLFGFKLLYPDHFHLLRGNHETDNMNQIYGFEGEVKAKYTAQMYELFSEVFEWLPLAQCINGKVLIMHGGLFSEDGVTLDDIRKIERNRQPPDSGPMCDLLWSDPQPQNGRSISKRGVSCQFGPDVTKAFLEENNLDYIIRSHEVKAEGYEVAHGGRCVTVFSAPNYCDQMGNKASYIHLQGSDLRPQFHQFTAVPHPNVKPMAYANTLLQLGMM
HCV core dimer = blocks dimerization of HCV core protein | 300,000 compounds, 0.33% hits | inhibition, % at 5 µM | TR-FRET GST/Flag-core106 dimerization, 1536-well;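 active means inhibition above the mean of all tested compounds plus 3 SD, set per screening campaign, cut at about 45% in these data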
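Assay system: GST-tagged and Flag-tagged HCV core protein residues 1-106 / Times: compound-protein-antibody incubation 4 h at 22.5 °C / Signal: time-resolved FRET, ex 340 nm, em 617 and 671 nm / Evaluation: % inhibition based on acceptor/donor emission ratio / Benchmarks: wells lacking GST-core106 and wells with excess unlabelled core106 / Repeats: singlicate, one well per compound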
Efflux pump mplx = antifungal efflux pump inhibition, Nile Red retention; 330,000 compounds, 0.44% hits; inhibition, % at 10 µM; AID 485275; S. cerevisiae Candida pump triplex;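 active means plate passing quality check with inhibition over a set limit, or well fluorescence over plate mean plus 4 SD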;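 further: Nile Red retained in pooled yeast measured as flow cytometry median fluorescence; 0% = buffer negative control and 100% = Enniatin B positive control; higher means more Nile Red kept so more efflux inhibition; some compounds called inactive have numbers as strong as hits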
PREPL inhibitor = inhibitors of human prolyl oligopeptidase-like enzyme PREPL | Q4J6C6 | recombinant PREPL, fluorescence polarization activity-based probe | inhibition, % at 5.96 µM | 320,000 compounds, 0.68% hits | AID 2751; in the data active means inhibition above about 43%;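 further: 0% = enzyme with DMSO and 100% = wells lacking enzyme; many of its hits are not listed in these tables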
EBNA-1 inh = blocks EBNA-1 binding to DNA; EBNA-1 DNA binding, fluorescence polarization; inhibition, % at 14.8 µM; 300,000 compounds, 0.34% hits; AID 1950; in the data active means inhibition above about 28%
CTSL1 counter = cathepsin L1 inhibition, PFM18AAP counter-screen | inhibition, % at 5.96 µM | 300,000 compounds, 0.49% hits | recombinant F. hepatica cathepsin L1, Z-Leu-Arg-MCA fluorescence;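 active means inhibition above the mean of all tested compounds plus 3 SD, set per screening campaign, cut at about 17% in these data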;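 further: 0% = plate median of test compound wells and 100% = 1 µM Z-Phe-Ala-diazomethylketone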
PP1 counter = blocks human PP1-alpha phosphatase, a PP5 counter-screen | purified PP1alpha, OMFP fluorescence | inhibition, % at 6.7 µM | 320,000 compounds, 0.9% hits | AID 2235;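 active means inhibition above the mean inhibition of all tested compounds plus 3 SD, computed separately for each screening campaign, cut at about 15% in these data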
Target sequence (P62136 whole entry, looked up): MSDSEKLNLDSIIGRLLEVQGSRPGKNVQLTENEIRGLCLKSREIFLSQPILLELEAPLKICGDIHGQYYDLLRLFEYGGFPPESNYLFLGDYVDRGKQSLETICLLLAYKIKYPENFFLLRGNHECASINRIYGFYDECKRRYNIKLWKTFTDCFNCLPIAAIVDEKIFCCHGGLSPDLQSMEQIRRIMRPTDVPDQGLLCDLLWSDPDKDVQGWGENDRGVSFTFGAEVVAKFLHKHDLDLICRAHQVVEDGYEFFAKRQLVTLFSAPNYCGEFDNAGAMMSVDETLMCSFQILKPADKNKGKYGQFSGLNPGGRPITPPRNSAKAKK
Numbers without * were called inactive; x = no result given. Some of the compounds tested; rates above refer to the full screens.

Each structure is followed by: ZTA DNA inh, TPT1 inh, PP5 primary, HCV core dimer, Efflux pump mplx, PREPL inhibitor, EBNA-1 inh, CTSL1 counter, PP1 counter
CCC(=O)N(CCc1ccccc1)Cc1cc2ccc(OC)cc2[nH]c1=O
 : -14, -2, 2.1, 3, 0.4, -22, -19, 2, 0
O=C(NC1CCCC1)C(c1ccccc1)N(C(=O)c1ccno1)c1cccnc1 (centres undefined)
 : 7, -2, 1.0, 0, 0.0, -2, 0, -16, -4
Cc1ccc(C(C(=O)NC(C)(C)C)N(Cc2cccnc2)C(=O)C(=O)NC2CCCCC2)o1 (centres undefined)
 : 6, 6, 5.3, 3, -0.1, 4, 0, 0, 12
CN(C)CC(O)COC(c1ccccc1)c1ccccc1 (centres undefined)
 : 5, -3, 0.1, 4, -0.1, 16, 8, -1, 1
CN(C)c1ccc(C(=O)NCC(c2cccs2)N2CCOCC2)cc1[N+](=O)[O-] (centres undefined)
 : 11, 3, -0.7, -2, 0.0, 3, 0, 1, -8
O=C(CSC1=NCCS1)NC1CCCC1
 : -9, -5, -0.6, -2, -0.1, 1, 0, -3, 0
CC1=C(C)C(O)N(Cc2ccccc2)C1=O (centres undefined)
 : -14, -3, -0.7, -6, 0.2, 2, -4, -7, -3
Cc1nc2nc(SCc3nc4ccccc4[nH]3)[nH]c2cc1Br
 : 15, -2, -1.6, -3, 0.0, -14, 5, -1, 3
CSc1nnc(NC(=O)C23CC4CC(CC(C4)C2)C3)s1
 : -1, -3, 3.2, -2, 0.1, -2, -9, 0, 2
CCc1ccc(/C=C2\SC(=S)N(CCC(=O)N3CCN(C)CC3)C2=O)cc1
 : 3, 0, 1.1, 10, 0.0, 38, -2, 0, -1
O=C(NCCOc1ccc(Cl)cc1)c1ccco1
 : 3, 0, -0.6, 8, 0.0, -3, 4, 5, -3
Cc1cccc([C@@H]2[C@@H]3C(=O)N(Cc4ccccc4)C(=O)[C@@H]3[C@]3(C)C(=O)N(c4cccc(Cl)c4)C(=O)N23)c1
 : -7, -1, 4.3, 1, -0.2, 13, 9, 2, 3
Cc1ccc(C(=O)N/N=C\c2cccnc2)s1
 : -5, -4, -0.7, -4, -0.1, 14, 9, 3, -2
NNC(=O)[C@@H]1C[C@@H]1c1ccccc1
 : 10, 1, 4.2, -6, -0.1, -16, 12, -2, 0
O=[N+]([O-])c1ccccc1S(=O)(=O)N1CCN(Cc2cc3c(cc2O)OCO3)CC1
 : -9, -2, -1.9, -7, -0.1, 10, -6, -2, -1

Later entries:
Each structure is followed by: ZTA DNA inh, TPT1 inh, PP5 primary, HCV core dimer, Efflux pump mplx, PREPL inhibitor, EBNA-1 inh, CTSL1 counter, PP1 counter
Cc1cccc(NC2=NCC(=O)N2Cc2ccccc2)c1
 : 9, 2, 3.7, 7, 0.1, -13, 15, -2, -1
CCOc1nc(-c2ccccc2Cl)nc2ccccc12
 : -1, 0, 1.0, 2, 0.1, -4, -2, -2, 1
CCOC(=O)c1c(C)[nH]c(C(=O)N/N=C\c2ccccc2Cl)c1C
 : -2, 0, 1.2, 14, -0.2, -7, -9, 1, -1
COc1ccccc1CNC(=O)COC(=O)Cc1cccc(F)c1
 : 12, x, -0.1, x, 0.1, -1, x, x, -2
O=C(NCCCN1CCOCC1)c1ccco1
 : 9, 0, -2.2, 4, 0.1, 5, 0, 1, -1
CCOc1ccc(CC(=O)N2CCN(c3ccc(N4CCOCC4)nn3)CC2)cc1OCC
 : 0, -1, -2.8, -8, -0.1, 11, 0, 1, -3
COc1cc(Cl)c(S(=O)(=O)N2CCOCC2)cc1Cl
 : 16, -1, -3.6, 4, 0.0, 7, 23, 2, -2
CCn1cc(S(=O)(=O)NCc2ccc3c(c2)OCO3)cn1
 : -2, 0, 1.2, 2, 0.0, 2, -1, 1, 2
COc1ccc(-c2cnc3c(c2)CCC3(C#N)C#N)cc1
 : -23, -3, 0.5, -1, -0.3, 7, -4, 3, 0
CC1Cc2ccccc2N1C(=O)CCn1cccn1 (centres undefined)
 : -15, -7, 2.3, -14, -0.1, 3, -8, -1, 2
O=c1nccc(SCc2ccc(Cl)cc2Cl)[nH]1
 : -7, -3, 0.8, -3, 0.1, -19, -2, -5, 5
CC(C)(C)c1cnnn1-c1ccc(C(=O)CCl)cc1
 : 8, 0, 3.5, 7, 0.3, -5, -13, 2, -1
O=C(CCc1ccccc1)Nc1nc2n(n1)C(c1ccc(Cl)cc1)CC(=O)N2 (centres undefined)
 : 6, 3, -1.0, 1, 0.1, 7, -8, -1, 3
Cc1nn(C)cc1/C=N/NC(=O)Cn1cncn1
 : 2, 2, 1.4, -16, -0.1, 6, 10, -2, -5
O=C(c1ccccc1F)c1cc2c(cc1[N+](=O)[O-])OCCO2
 : 16, 0, 3.2, 9, 0.1, -3, 7, 1, -1

Another view of some results above.
SMILES: Cc1nn(C)cc1/C=N/NC(=O)Cn1cncn1
  ZTA DNA inh: 2
  TPT1 inh: 2
  PP5 primary: 1.4
  HCV core dimer: -16
  Efflux pump mplx: -0.1
  PREPL inhibitor: 6
  EBNA-1 inh: 10
  CTSL1 counter: -2
  PP1 counter: -5
SMILES: O=C(c1ccccc1F)c1cc2c(cc1[N+](=O)[O-])OCCO2
  ZTA DNA inh: 16
  TPT1 inh: 0
  PP5 primary: 3.2
  HCV core dimer: 9
  Efflux pump mplx: 0.1
  PREPL inhibitor: -3
  EBNA-1 inh: 7
  CTSL1 counter: 1
  PP1 counter: -1

(continued)
Each structure is followed by: ZTA DNA inh, TPT1 inh, PP5 primary, HCV core dimer, Efflux pump mplx, PREPL inhibitor, EBNA-1 inh, CTSL1 counter, PP1 counter
Cc1ccc(NC(=O)C2CCCN2C(=O)OCc2ccccc2)c(C)c1 (centres undefined)
 : -3, -3, 3.2, 1, -0.5, -2, -12, -1, -4
NC(=O)c1c(NC(=O)c2ccc(F)cc2)sc2c1CCC2
 : 3, 4, 2.7, 16, 0.1, 2, 7, 3, 2
Cn1c(C(=O)N2CCOCC2)cc2c(=O)n3ccccc3nc21
 : -3, -3, 0.0, -1, 1.7, -3, -3, 3, -3
Cc1ncoc1C(=O)N1CCc2c([nH]c3ccccc23)C1c1ccccc1F (centres undefined)
 : 8, 0, -1.0, 0, 0.0, 0, 1, -21, 0
O=C(c1cccc(COCC(F)(F)C(F)F)c1)N1CCN(c2ccccc2)CC1
 : -19, 2, 3.0, 3, 0.0, 12, -1, -4, 1
Cc1cc(OCC(O)CN2CCc3ccccc3C2)ccc1Cl (centres undefined)
 : -8, -3, 3.7, -9, -0.1, -9, -7, 2, 2
CN(C)/C=C(\C#N)C(=O)c1cccnc1Oc1ccc(F)cc1F
 : 17, 1, -3.3, 3, 0.0, 4, 5, 2, -4
CCN(c1ccccc1)S(=O)(=O)c1ccc(OC)c(NC(=O)CN2C(=O)NC(C)(C)C2=O)c1
 : -2, x, -0.5, x, -0.2, 2, x, x, -2
Cc1c(C(=O)Nc2ccc3c(c2)OCCO3)cnn1C
 : -4, -2, 3.5, -4, 0.2, 4, -1, -3, -1
COC(=O)C1=C(Nc2ccccc2NC(=O)c2ccccc2C(=O)O)CSC1
 : 6, -3, -0.5, -1, 0.0, 5, 3, -1, -2
Cc1ccc(C(=O)OCC(=O)c2c[nH]c3ccccc23)cc1S(=O)(=O)N1CCCCC1
 : 0, 1, -3.5, 13, 0.8, -12, 8, 1, 0
C=C(C)CNC(=S)N/N=C1\CCCCc2ccccc21
 : 6, 0, 5.1, -5, 0.0, -4, -16, -2, -5
CCOc1ccc(OCCC(=O)OC(C)C(=O)Nc2ccc(C(C)=O)cc2)cc1 (centres undefined)
 : -12, -2, -0.5, -3, -0.4, 7, -4, -14, -2
CCOc1ccccc1C(=O)NCCCCNC(=O)c1ccccc1OCC
 : 0, 0, 0.7, -1, 0.2, 0, -4, -3, -5
FC(F)(F)c1cc(-c2ccco2)nc(NCCc2ccccc2)n1
 : -4, -5, 5.1, 1, 0.0, -30, -9, 3, 1

Carrying on:
Each structure is followed by: ZTA DNA inh, TPT1 inh, PP5 primary, HCV core dimer, Efflux pump mplx, PREPL inhibitor, EBNA-1 inh, CTSL1 counter, PP1 counter
CCOC(=O)c1cc(NC(=O)c2ccc(Cl)cc2)c(=O)n2c1oc1ccc(Cl)cc12
 : -4, -2, 0.7, 0, 0.1, 3, 4, -1, -5
Cn1c(SCC(=O)NC2CCCCC2)nnc1-c1cc2cc(Cl)ccc2o1
 : -2, 7, -5.2, -4, 0.0, 39, -11, -7, 1
OCCC1CN(CCCn2cccn2)CCN1Cc1ccccc1 (centres undefined)
 : -2, -7, 2.8, -1, -0.2, 7, 3, -1, -1
CC1CCCC(NC2CCCCNC2=O)C1 (centres undefined)
 : -1, 2, 1.5, -2, -0.1, 0, 9, -3, 1
C#Cc1cccc(NC(=O)Cc2cccs2)c1
 : -12, 0, 2.5, -5, -0.2, 11, 2, -6, -1
CN(C(=O)CSc1nc2[nH]ncc2c(=O)[nH]1)c1ccccc1
 : 5, -2, 0.4, 1, -0.1, 5, -5, -1, -6
CC(=O)Nc1ccc(S(=O)(=O)N[C@H](C(=O)O)C(C)C)cc1
 : -4, 3, 2.5, -11, -0.1, -8, -1, -3, 0
Cc1ccc(C)c(NCC(O)c2ccccc2)c1 (centres undefined)
 : 12, -1, -1.8, 0, -0.1, -1, -2, 1, -1
Cc1cc(OCCCCn2ccnc2)cc(C)c1Cl
 : 1, 3, 0.5, 1, 0.0, 10, -1, -5, 3
Cc1ccc(-c2csc(N3CCN(CCCn4c(C(F)(F)F)nc5ccccc54)CC3)n2)cc1
 : -7, 2, 1.1, 1, 0.1, 16, 9, -2, 2
CCc1sc(NC(C)=O)nc1-c1ccccc1
 : -2, -4, 3.7, 9, -0.3, -2, 9, -1, 0
N#Cc1ccc(Sc2ccccn2)c([N+](=O)[O-])c1
 : 18, -3, 1.8, 3, 0.1, 2, 2, -1, -4
CC(C)Cn1c(=O)c(-[n+]2ccccc2)c([O-])c2ccccc21
 : 3, 4, -2.1, -3, 0.0, 1, 0, 1, -2
COc1ccc(CN2CCN(C(=O)CCC(=O)Nc3nnc(C(C)C)s3)CC2)cc1F
 : 1, 4, 1.2, 1, 0.1, 7, -4, -2, 7
COC/C=C/C1=CC(=O)C[C@H](c2ccc3c(c2)OCO3)C1
 : -5, x, -1.3, x, 0.1, 18, x, x, -6

More entries:
Each structure is followed by: ZTA DNA inh, TPT1 inh, PP5 primary, HCV core dimer, Efflux pump mplx, PREPL inhibitor, EBNA-1 inh, CTSL1 counter, PP1 counter
CC1CCN(S(=O)(=O)c2cccc(-c3cn4cc(Cl)ccc4n3)c2)CC1
 : 18, 0, 1.8, 22, 0.2, 0, 8, -4, 5
O=C(COC(=O)c1ccccn1)Nc1c(Cl)cccc1Cl
 : -3, -1, -0.9, -10, -0.2, 12, -2, -4, 3
COc1cc(C2Nc3cccc4cccc(c34)N2)cc(OC)c1OC(C)=O
 : -2, -6, 0.7, 30, -0.1, 21, 6, 1, 7
O=C(Cc1cccs1)N/N=C/c1ccc(OCc2ccccc2)cc1
 : 6, 3, 3.2, -3, 0.6, 0, 8, 3, 14
COCCCNC(=O)CCn1c(=O)c2ccccc2n(CC(=O)Nc2cc(Cl)ccc2C)c1=O
 : -4, -2, 3.6, -7, 0.1, 6, -3, -2, -1
COC(=O)c1ccc(OC(=O)C2CC(=O)N(c3cccc(C)c3)C2)cc1 (centres undefined)
 : -11, -4, 3.4, 5, 0.1, 19, 1, -6, -4
